Assay outcomes as filed in PubChem BioAssay.
GLP1R cytotox: cytotoxic in the GLP-1 receptor inverse agonist counter-screen | HEK293 cAMP-luciferase reporter cells, luminescence, 24 h | Potency, µM (top dose mostly 38.3 µM), inactives show top-dose activity change, negative = inhibition, actives largely listed as inhibitors | 410,000 tested, 0.13% active;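 note: loss of luciferase light is scored as toxicity; potency is the fitted concentration of half-maximal effect; % is set by controls: 0 for no effect and ±100 for the full control effect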
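Luminescence readout: signal drop marks cytotoxicity. Plated cells grew 12 h at 37 °C, 5% CO2, received 23 nL compound for 24 h, then got luciferase reagent, read after 12 min at RT.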
pAkt inh: blocks phosphorylation of Akt; Neuro2A IGF-stimulated pAkt S473 HTRF, 20 min; active compounds read low; activity change, % for hits at 50 µM; 360,000 tested, 0.32% active; AID 651550; in the data active = activity change below about -80%; inconclusive = mostly about -51% to -80%; note: % is set by controls: 0 for no effect and ±100 for the full control effect
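Neuro2A cells (4,500/well, DMEM with 0.5% FBS) were treated with compound at a single 50 µM final concentration, stimulated with 6 nM IGF for 20 min at 37 °C, and lysed. Phospho-Akt Ser473 was read by HTRF as 665/615 ratio ×10^4.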
TDP-43 yeast inh: rescues yeast growth from TDP-43 toxicity; 410,000 tested, 1.8% active; TDP-43 expressing yeast growth rescue, BacTiter-Glo, 24 h; Potency, µM (highest dose often 46.1 µM), inactives show top-dose growth rescue (activation), actives largely listed as activators; AID 652104; note: potency is the fitted concentration of half-maximal effect; % of control where 0% means no effect; nearly all actives have a fitted effect of over 50% in size
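Cell-based yeast growth screen: TDP-43 expression induced in galactose, inoculum OD600=0.02 after raffinose pregrowth to mid-log. Read-out BacTiter-Glo luminescence at 24 hr, 30 deg C; inhibition of toxicity seen as signal increase.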
PTHR1 ag: activates the human parathyroid hormone receptor PTHR1; HEK293 GP2 PTHR1 cells, GloSensor cAMP luminescence, 1 h; Potency, µM (top dose mostly 115 µM), without a hit: at the top dose activation, actives largely listed as activators; Q03431; 410,000 tested, 0.075% active; note: potency is the fitted concentration of half-maximal effect; nearly all actives have a fitted effect of over 55% in size; some results filed as inactive show a strong effect at the top dose; inactives centre near -15; many of its hits are not listed in these tables
Target sequence (Q03431 whole entry, looked up): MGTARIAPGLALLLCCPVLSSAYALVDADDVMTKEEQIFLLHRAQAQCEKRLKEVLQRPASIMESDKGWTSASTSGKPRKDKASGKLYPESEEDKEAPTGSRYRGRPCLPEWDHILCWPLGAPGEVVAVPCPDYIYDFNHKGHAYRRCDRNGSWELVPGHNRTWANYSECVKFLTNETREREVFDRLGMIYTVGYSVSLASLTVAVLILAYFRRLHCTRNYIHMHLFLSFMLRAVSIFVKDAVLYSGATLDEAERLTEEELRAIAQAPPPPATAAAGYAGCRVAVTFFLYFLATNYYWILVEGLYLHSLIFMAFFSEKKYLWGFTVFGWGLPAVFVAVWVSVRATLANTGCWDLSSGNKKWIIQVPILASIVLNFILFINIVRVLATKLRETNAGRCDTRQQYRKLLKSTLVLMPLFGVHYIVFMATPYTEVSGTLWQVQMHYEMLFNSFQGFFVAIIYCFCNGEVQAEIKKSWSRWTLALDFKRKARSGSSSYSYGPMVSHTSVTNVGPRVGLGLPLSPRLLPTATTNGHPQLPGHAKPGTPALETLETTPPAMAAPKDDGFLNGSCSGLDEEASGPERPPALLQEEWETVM
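HEK-293-derived GP2 cells expressing PTHR1 and a GloSensor cAMP reporter, 3,000/well, plated overnight, given luciferin plus IBMX (each 0.5 mM as added) for 1 h at 37 °C, then compound for 1 h at 37 °C. Luminescence was read after 15 min at room temperature.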
Abeta yeast res: A-beta toxicity reversal in yeast; yeast expressing A-beta42, growth rescue, OD600, 48 h; response scale: 0% DMSO, 100% iron-clioquinol control; Potency, µM (series often up to 46.1 µM), without a hit: at the highest dose growth rescue, usual class: activators; 410,000 tested, 0.063% active; AID 1347071; note: potency is the fitted concentration of half-maximal effect; nearly all actives have a fitted effect of over 55% in size
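Yeast growth medium received pinned compounds, then yeast cells expressing toxic A-beta were added; plates incubated at 30 C for 48 hr. Growth read as absorbance at 600 nm, normalized to DMSO and equimolar FeCl3 plus clioquinol controls.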
aSyn rescue: inhibitors of alpha-synuclein toxicity in yeast; 370,000 tested, 0.14% active; Yeast expressing alpha-synuclein, growth rescue, BacTiter-Glo, 24 h; AID 652106; Potency, µM (highest dose often 46.1 µM), for inactives: at the highest dose growth rescue (activation), most hits filed as activators; note: potency is the fitted concentration of half-maximal effect; % of control where 0% means no effect; nearly all actives have a fitted effect of over 65% in size
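Screening used galactose-induced yeast with toxic alpha-synuclein levels, exposed to compound for 24 hr at 30 deg C. Cell growth, read with BacTiter-Glo luminescence, gave the measured signal.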
GLP-1R inv ag: GLP-1 receptor (human) inverse agonism; P43220; 410,000 tested, 1.6% active; Potency, µM (highest dose often 38.3 µM), without a hit: at the highest dose activity change, negative = inhibition, hits mostly inhibitors; HEK293 GLP-1R CRE-luciferase, luminescence, 24 h; GLP-1R form is constitutively active; note: potency is the fitted concentration of half-maximal effect; % is set by controls: 0 for no effect and ±100 for the full control effect; nearly all actives have a fitted effect of over 55% in size
Target sequence (P43220 whole entry, looked up): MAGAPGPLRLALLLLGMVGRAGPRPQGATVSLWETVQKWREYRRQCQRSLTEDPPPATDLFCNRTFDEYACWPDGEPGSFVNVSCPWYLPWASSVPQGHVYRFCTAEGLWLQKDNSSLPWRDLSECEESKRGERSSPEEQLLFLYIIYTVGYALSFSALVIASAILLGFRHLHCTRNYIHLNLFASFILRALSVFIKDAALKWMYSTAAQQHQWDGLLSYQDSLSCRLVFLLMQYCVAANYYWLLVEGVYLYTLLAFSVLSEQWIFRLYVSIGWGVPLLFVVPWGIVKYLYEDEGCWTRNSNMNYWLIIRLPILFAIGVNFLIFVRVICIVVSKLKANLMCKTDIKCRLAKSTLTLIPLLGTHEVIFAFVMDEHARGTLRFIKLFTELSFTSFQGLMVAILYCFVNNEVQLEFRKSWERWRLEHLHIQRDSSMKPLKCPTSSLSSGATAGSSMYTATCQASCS
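Constitutively active GLP-1R drives a cAMP-responsive luciferase in stably transfected HEK293 cells; test compounds are added after overnight (12 h) attachment and left 24 hr, and signal loss in luminescence marks inhibition.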
FUS suppressor: FUS proteinopathy suppression in yeast. 390,000 tested, 0.24% active. AID 1347120. S. cerevisiae FUS-expressing, growth rescue, OD600, 24 h. Potency, µM (titrated, usually from 76.6 µM), inactives show at the top dose growth rescue (activation), hits mostly activators;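 note: potency is the fitted concentration of half-maximal effect; plate controls were DMSO vehicle for no effect and reference control for full effect; nearly all actives have a fitted effect of over 55% in size; some results filed as inactive show a strong effect at the top dose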
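Yeast FUS proteinopathy model; galactose-induced FUS (2%), starting OD 0.005. Cpds in dilution series, 24hr, 30C, 99% humidity. Abs 600 nm growth. Pos ctrl CP55940 (top 92uM final); neg ctrl DMSO.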
MmCpn inh: M. maripaludis TRiC chaperonin inhibition. purified Mm-Cpn ATPase, ADP Transcreener TR-FRET. Potency, µM (top dose mostly 76.9 µM), inactives show at the highest dose activity, negative = inhibition, hits mostly inhibitors. 330,000 tested, 0.031% active; note: potency is the fitted concentration of half-maximal effect; % is set by controls: 0 for no effect and ±100 for the full control effect; nearly all actives have a fitted effect of over 80% in size
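Eu-cryptate anti-ADP/ADP-d2 competition gives a ratio inversely related to ADP. Enzyme at 25 nM was pre-exposed to compound for 10 min, then given 10 uM ATP for 30 min, 37°C throughout.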
An asterisk follows results filed as active; i = inactive; ? = inconclusive; · = no result given; & = joins results of further samples; [ ] = another dose, or the depositor's remark. Unless noted, calls come from the whole dose curve; as a rule, active = well fitted curve in the direction sought with a large enough effect; inconclusive = small, poorly fitted or top-dose-only effect, or another doubt; inactive = no such curve, though single readings can be large; an effect the other way counts as inactive or inconclusive. A portion of the library. The share of hits here may be higher or lower than overall.

SMILES	GLP1R cytotox	pAkt inh	TDP-43 yeast inh	PTHR1 ag	Abeta yeast res	aSyn rescue	GLP-1R inv ag	FUS suppressor	MmCpn inh
COc1ccccc1NS(=O)(=O)c1cccc(C(=O)OCc2nc3ccccc3s2)c1	-16%	i	26%	-26%	4%	0%	1%	·	-18%
Cn1c(=O)c(-c2ccccc2N)nc2ccccc21	2%	i	-15%	25%	-9%	-1%	0%	?	2%
Cc1cccn2c(=O)c3cc(C(=O)NC(C)c4ccccc4)c(=N)n(CCCO)c3nc12 (configuration not stated)	160%[activator]	·	-9%	i	-9%	·	14%	-5%	·
CCCc1ccc(-c2ccc(C(=O)O)cc2)nc1	10%	i	?	-52%[inhibitor][57.5 µM]	-12%	11%	?	-23%	2%
CN(Cc1ccccc1)C(=S)NC(=O)c1ccc(-c2ccccc2)cc1	?	i	2%	i	12%	9%	2%	17%	0%
Cc1ccc2[nH]c3c(=O)n(N)c(C)nc3c2c1	-9%	i	-14%	-5%	-16%	-1%	39%	-5%	0%
Cc1ccc(CNC(=O)COC(=O)c2cc(C)oc2C)cc1	-7%	i	0%	7%	-9%	-1%	-11%	5%	-6%
CCc1cc(C(=O)NCC(c2cccs2)N2CCOCC2)sc1C (configuration not stated)	16%	i	-11%	-3%	5%	2%	2%	24%	-2%
CN(C)c1ccc(CN(Cc2ccco2)C(=O)COc2ccc(F)cc2)cc1	0%	·	8%	-92%[inhibitor]	-4%	·	?	29%	·
COc1cc(OC)c(NC(=O)c2sc3ncn(CC(=O)N4CCN(c5ccccn5)CC4)c(=O)c3c2C)cc1Cl	1%	·	3%	i	-19%	-5%	12%	-16%	-2%
COc1cc(NC(=S)NC2CC(C)(C)NC(C)(C)C2)cc(OC)c1	-5%	i	-24%	i	-16%	-11%	?	20%	-2%
CC1(C)C2CCC(C2)C1(C)NC(=O)C[N+](C)(C)C (configuration not stated)	13%	i	11%	i	-3%	3%	10%	-23%	3%
Cc1ccc(Nc2cc(C)nc3nnnn23)cc1	11%	i	14%	i	-10%	5%	0%	·	0%
Cc1ccc(N(Cc2ccc([N+](=O)[O-])cc2)C(=O)c2ccco2)cc1C	-21%	i	?	-2%	1%	4%	?	·	1%
COc1ccccc1CNCc1cccc(Oc2ccccc2)c1	-8%	i	-5%	-28%	2%	0%	-23%	-3%	-6%
C[C@H]1CN([C@@H](C)CO)C(=O)CCCn2cc(nn2)CO[C@@H]1CN(C)C(=O)Cc1ccccc1	-2%	i	7%	-18%	-9%	-4%	5%	-16%	·
CCOc1ccc(C2/C(=C(/O)c3ccc(S(=O)(=O)N4CCCCC4)cc3)C(=O)C(=O)N2CCCOC)cc1OC (configuration not stated)	6%	i	11%	i	-4%	-1%	9%	·	1%
COCCN(C(=O)Nc1ccc(OC)cc1OC)C1CCN(C(C)C)CC1	2%	i	-4%	i	-11%	-1%	2%	-14%	2%
Cc1ccc(-c2cc(C(=O)Nc3ccc4c(c3)OCCO4)c3ccccc3n2)cc1	-7%	·	-34%[inhibitor]	i	-40%[inhibitor]	-24%	?	29%	-20%
CCOC(=O)/C(C#N)=N/Nc1ccccc1OC	3%	i	12%	-7%	-7%	8%	20%	2%	-1%
Cc1cc(Br)cn2c(Cc3ccsc3)c(C(C)(C)C)nc12	5%	i	7%	-18%	-12%	-6%	5%	4%	·
Cc1ccc(C(=O)Nc2nc(-c3ccccn3)cs2)o1	1%	i	-1%	?	-90%[inhibitor]	?	-25%	?	0%
Cc1ccccc1NC(=O)Nc1ccccc1C(=O)NCc1ccccc1	-3%	i	21%	-43%[inhibitor]	2%	2%	-33%	-32%	-1%
CN(C)C1=NC[C@H](Cc2ccccc2)N1CCCC1CCCC1	6%	i	8%	0%	-4%	5%	12%	-15%	-2%
CCn1c2ccccc2c2nnc(SCCN3CCCCC3)nc21	-22%&-2%	i	-14%&5%	-9%	-15%&-2%	-4%	?	18%&-3%	2%

3 successive records from above, for reference:
SMILES	GLP1R cytotox	pAkt inh	TDP-43 yeast inh	PTHR1 ag	Abeta yeast res	aSyn rescue	GLP-1R inv ag	FUS suppressor	MmCpn inh
CCc1cc(C(=O)NCC(c2cccs2)N2CCOCC2)sc1C (configuration not stated)	16%	i	-11%	-3%	5%	2%	2%	24%	-2%
CN(C)c1ccc(CN(Cc2ccco2)C(=O)COc2ccc(F)cc2)cc1	0%	·	8%	-92%[inhibitor]	-4%	·	?	29%	·
COc1cc(OC)c(NC(=O)c2sc3ncn(CC(=O)N4CCN(c5ccccn5)CC4)c(=O)c3c2C)cc1Cl	1%	·	3%	i	-19%	-5%	12%	-16%	-2%

Carrying on:
SMILES	GLP1R cytotox	pAkt inh	TDP-43 yeast inh	PTHR1 ag	Abeta yeast res	aSyn rescue	GLP-1R inv ag	FUS suppressor	MmCpn inh
O=C(OCc1ccccc1)N1CCc2ccccc21	21%	i	?	-31%[inhibitor]	10%	7%	?	14%	-7%
CCOC(=O)c1c(NC(=O)CSc2nnc(C)s2)sc2c1CCC(C)C2 (configuration not stated)	13%	i	-6%	-9%	9%	18%	9%	?	-4%
O=C1SCCC1NS(=O)(=O)c1ccc([N+](=O)[O-])cc1 (configuration not stated)	-5%	i	-12%	-9%	-2%	-2%	?	24%	0%
Cc1cc(C)c2nc(N(Cc3cccnc3)C(=O)Cc3ccccc3)sc2c1	6%	·	?	i	12%	·	15%	5%	·
O=C(Cn1cc(C(F)(F)F)ccc1=O)N/N=C/c1ccc(Cl)cc1Cl	78%[activator]	i	3%	i	3%	-1%	0%	·	3%
Cc1ccc(OC/C(O)=C(\C#N)c2nc3ccccc3s2)cc1	-32%	i	-9%	-32%	0%	-1%	14%	7%	3%
Cc1c(C(=O)Nc2ccc(C(C)C)cc2)sc2nc3n(c(=O)c12)CCC3	14%	·	28%	-26%	-14%	·	-8%	-12%	·
COc1ccc(C(=O)Oc2ccc(/C=N/NC(=O)c3cccnc3)cc2OC)cc1	-1%	i	23%	-2%	-8%	-8%	-12%	-6%	-1%
O=C(Cn1cnc2ccccc2c1=O)Nc1nnc(C2CC2)s1	11%	i	5%	i	2%	-3%	15%	-15%	1%
O=C(c1cc(COc2ccc(F)cc2Cl)on1)N1CCC(OCc2cccnc2)CC1	-8%	i	15%	0%	13%	1%	-1%	5%	0%
COc1ccc(S(=O)(=O)N2CCC(C(=O)N3CCN(c4ccccc4OC)CC3)CC2)cc1	-17%	·	1%	i	3%	16%	?	12%	1%
O=C(Cn1c(=O)n(Cc2nc(-c3ccccc3)no2)c(=O)c2cc3c(cc21)OCO3)Nc1ccc(Cl)cc1	1%	·	20%	i	1%	·	0%	10%	·
CCOC(=O)c1oc2ccccc2c1CN1CCOCC1	6%	i	-7%	i	-11%	-5%	36%[activator]	5%	-1%
COc1ccc(-c2cc3c(=O)n(CC(=O)Nc4ccc(Cl)cc4)nc(C)n3n2)cc1	3%	i	-20%	-2%	-2%	2%	6%	-14%	-9%
O=C(/C=C/NNC(=O)c1ccccc1)c1ccccc1	3.2µM*	i	-2%	-17%[57.5 µM]	7%	12%	?	28%	-2%
OCCN(Cc1cccnc1)Cc1ccccn1	7%	i	-14%	-8%	-18%	3%	2%	·	·
CCCCN(CCCNC(=O)c1ccc2c(c1)NC(=O)CN2C)c1ccccc1	-1%	i	1%	-54%[inhibitor]	-8%	0%	2.8µM*	-7%	·
O=C(c1cccc(S(=O)(=O)N2CCCC2)c1)N1CCN(c2ccccc2)CC1	-16%	i	-18%	-22%	-5%	0%	-5%	18%	3%
Cc1ccc([C@@H]2CC(=O)[C@@H]3CN(S(=O)(=O)c4ccc(C)cc4)[C@H](c4cccc(Cl)c4)C[C@@H]3N2S(=O)(=O)c2ccc(Cl)cc2)cc1	4%	i	22%	-25%	8%	0%	-23%	-2%	·
CCN1CCN(c2oc(/C=C/c3ccccc3OC)nc2C#N)CC1	51%[activator]	·	10%	-10%	-14%	·	-28%	18%	·
CC1CN(C(=O)Nc2ccc(C(=O)NCCc3ccccc3Cl)cc2)c2ccccc2S1 (configuration not stated)	0%	·	-2%	-14%	-7%	·	?	9%	·
COc1ccc(CNC(=O)C2CCC(CNS(=O)(=O)c3cccc4cccnc34)CC2)cc1 (configuration not stated)	3%	·	-1%	-11%	-6%	-1%	11%	24%	-2%
Nc1nc2c(ncn2[C@@H]2O[C@H](CNCc3cnc(N4CCOCC4)s3)[C@@H](O)[C@H]2O)c(=O)[nH]1	0%	i	12%	11%	-15%	-6%	27%	-13%	·
COc1ccc(/C=C2/SC(=O)N(CCNC(=O)C3CCCN3C(=O)c3cccs3)C2=O)cc1 (configuration not stated)	?	i	3%	-9%	-17%	-1%	-22%	18%	-3%
Cc1[nH]c2ccccc2c1C(c1ccncc1)N1CCN(c2ccccn2)CC1 (configuration not stated)	-1%	i	12%[9.22 µM]	-14%	0%	1%	-1%	-7%	-19%
O=C(CC1CC2CCC1C2)N1CCN(S(=O)(=O)c2ccc(C(F)(F)F)cc2)CC1 (configuration not stated)	5%	i	26%	-2%	10%	1%	-2%	-2%	·
O=C(NC1CCCC1)C1CCN(c2nccs2)CC1	0%	i	-1%	i	-13%	-13%	12%	-3%	0%
CCOC(=O)c1ccc(NC(=O)Cn2cc(C(=O)C3CC3)c3ccccc32)cc1	2%	·	10%	-55%[inhibitor]	-20%	·	-12%	-10%	·
COc1ccccc1CNS(=O)(=O)c1ccc(-c2cc(C(F)(F)F)on2)s1	0%	·	11%	-36%[inhibitor]	1%	·	?	2%	·
CC(C)Oc1ccccc1OCCN(C)C	-11%	i	19%	i	0%	6%	4%	·	-3%
